Screening results from PubChem.
D3 ag: activates the human D3 dopamine receptor; P35462; D3R DiscoveRx beta-arrestin cells, luminescence, 90 min; max activation, %; hit rate 0.58% among 410,000; AID 652048; in the data active means max activation above about 30%; further: 0% is about no effect; mostly tested at two doses, the higher about 12 µM
Target sequence (P35462 whole entry, looked up): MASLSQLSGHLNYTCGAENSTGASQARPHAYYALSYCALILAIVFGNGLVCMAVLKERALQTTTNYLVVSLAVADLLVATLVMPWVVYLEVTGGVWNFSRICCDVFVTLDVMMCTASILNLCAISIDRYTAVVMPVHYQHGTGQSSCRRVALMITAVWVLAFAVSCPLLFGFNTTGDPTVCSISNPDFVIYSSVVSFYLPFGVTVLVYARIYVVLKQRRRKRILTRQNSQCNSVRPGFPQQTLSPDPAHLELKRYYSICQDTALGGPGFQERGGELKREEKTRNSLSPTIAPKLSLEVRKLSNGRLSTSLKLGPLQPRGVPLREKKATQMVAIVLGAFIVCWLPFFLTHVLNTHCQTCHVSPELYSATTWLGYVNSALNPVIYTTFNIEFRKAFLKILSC
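Agonist-mode cell screen: cells plated at 1500/well and incubated overnight at 37 °C, then exposed to library compounds for 90 min at 37 °C. Detection reagent was added for 30–60 min at room temperature, and luminescence was read.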
D3 antag: D3 dopamine receptor (human) antagonism; P35462; D3R cells, DiscoveRx beta-arrestin luminescence, antagonist mode; hits give low values; max response, negative = inhibition, %; hit rate 2.5% among 360,000; in the data active means max response below about -50%; inconclusive means no clear call, values can overlap the other calls; further: on the % scale 0 is the no-effect control and ±100 the full control effect; mostly tested at two doses, the higher about 12 µM
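Cells plated overnight at 1500 cells/well, then exposed to library compounds with dopamine controls for 90 minutes at 37 degrees C. DiscoveRx reagent added for 30–60 minutes at room temperature; luminescence read, quantitative HTS format.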
Mm-Cpn inhibitor: inhibitors of Methanococcus maripaludis chaperonin (MmCpn); purified Mm-Cpn ATPase, ADP Transcreener TR-FRET; Potency, µM (doses to about 76.9 µM), for the others: at the highest dose activity, negative = inhibition, most hits filed as inhibitors; hit rate 0.031% among 330,000; AID 504842; further: potency means the concentration at half of the fitted maximal effect; on the % scale 0 is the no-effect control and ±100 the full control effect; nearly all actives have a fitted effect of over 80% in size
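Quantitative HTS used 25 nM Mm-CPN and 10 uM ATP in magnesium/KCl Tris buffer, pH 7.4, with 1 mM DTT. Hydrolysis ran 30 min at 37°C; ADP was read by HTRF.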
Akt phos inh: blocks phosphorylation of Akt | AID 651550 | activity change, % for hits at 50 µM | Neuro2A IGF-stimulated pAkt S473 HTRF, 20 min; hits give low values | hit rate 0.32% among 360,000; in the data active means activity change below about -80%; inconclusive means mostly about -51% to -80%; further: on the % scale 0 is the no-effect control and ±100 the full control effect
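Neuro2A cells (4,500/well, DMEM with 0.5% FBS) were treated with compound at a single 50 µM final concentration, stimulated with 6 nM IGF for 20 min at 37 °C, and lysed. Phospho-Akt Ser473 was read by HTRF as 665/615 ratio ×10^4.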
EPAC2 agonist: EPAC2 (human) agonism; Q8WZA2; Potency, µM (titrated, usually from 154 µM), for the others: at the highest dose activation, usual class: activators; EPAC2 activation, biochemical qHTS; response scale: 100% = 6.5 mM cAMP response; hit rate 0.079% among 360,000; further: potency means the concentration at half of the fitted maximal effect; nearly all actives have a fitted effect of over 50% in size
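Exchange assay: 100 nM EPAC2 with 250 nM Rap1B-BODIPY-GDP and 50 uM GDP. Fluorescence (ex 480/em 540 nm) read every 5 min for 30 min at room temperature. Data normalized to 6.5 mM cAMP as agonist control.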
PTHR1 ag: activates the human parathyroid hormone receptor PTHR1. hit rate 0.075% among 410,000. Potency, µM (highest dose often 115 µM), for the others: at the top dose activation, hits mostly activators. HEK293 GP2 PTHR1 cells, GloSensor cAMP luminescence, 1 h. Q03431; further: potency means the concentration at half of the fitted maximal effect; nearly all actives have a fitted effect of over 55% in size; some results filed as inactive show a strong effect at the top dose; inactives centre near -15; many of its hits are not listed in these tables
Target sequence (Q03431 whole entry, looked up): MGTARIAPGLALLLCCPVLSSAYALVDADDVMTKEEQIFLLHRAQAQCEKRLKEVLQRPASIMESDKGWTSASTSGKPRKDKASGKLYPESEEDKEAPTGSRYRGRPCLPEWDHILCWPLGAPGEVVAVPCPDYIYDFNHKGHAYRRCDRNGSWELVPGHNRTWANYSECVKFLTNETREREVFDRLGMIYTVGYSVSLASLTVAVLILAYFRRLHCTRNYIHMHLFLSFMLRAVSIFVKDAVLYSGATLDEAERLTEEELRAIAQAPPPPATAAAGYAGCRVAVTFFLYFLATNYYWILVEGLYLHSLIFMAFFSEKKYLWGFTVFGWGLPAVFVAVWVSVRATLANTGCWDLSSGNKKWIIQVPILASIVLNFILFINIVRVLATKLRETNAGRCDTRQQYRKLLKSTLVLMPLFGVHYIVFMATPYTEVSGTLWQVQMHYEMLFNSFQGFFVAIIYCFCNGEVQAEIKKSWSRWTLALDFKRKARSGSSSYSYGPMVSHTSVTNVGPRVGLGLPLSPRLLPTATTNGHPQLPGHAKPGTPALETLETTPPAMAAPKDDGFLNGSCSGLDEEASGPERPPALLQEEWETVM
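HEK-293-derived GP2 cells expressing PTHR1 and a GloSensor cAMP reporter, 3,000/well, plated overnight, given luciferin plus IBMX (each 0.5 mM as added) for 1 h at 37 °C, then compound for 1 h at 37 °C. Luminescence was read after 15 min at room temperature.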
CCT modulator: cytosolic chaperonin activity modulation | purified chaperonin ATPase assay, HTRF ADP detection, 30 min | activity change, % (concentration not given with the values), hits read low | hit rate 0.3% among 360,000 | AID 651819; in the data active means activity change below about -30%; further: on the % scale 0 is the no-effect control and ±100 the full control effect
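TRiC (40 or 20 nM final, by batch activity) in 30 mM Tris pH 7.4, 100 mM KCl, 5 mM MgCl2, 1 mM DTT was treated with compound at 76 uM single dose, then 10 uM ATP, 30 min at 37 °C. ADP was read by HTRF Transcreener.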
EPAC2 antag: blocks human EPAC2 exchange factor; EPAC2 GEF exchange of Rap1B-BODIPY-GDP, fluorescence; Potency, µM (doses to about 114 µM), for the others: at the top dose activity, negative = inhibition, usual class: inhibitors; hit rate 0.18% among 360,000; AID 720708; further: potency means the concentration at half of the fitted maximal effect; on the % scale 0 is the no-effect control and ±100 the full control effect; nearly all actives have a fitted effect of over 45% in size; many of its hits are not listed in these tables
Starred values were filed as active, the others as inactive; i = inactive; ? = inconclusive; . = no result given; [ ] = another dose, or the depositor's remark. Unless noted, the call rests on the fitted dose curve; in most records, active means well fitted curve in the direction sought with a large enough effect; inconclusive means small, poorly fitted or top-dose-only effect, or another doubt; inactive means no such curve, though single readings can be large; an effect the other way counts as inactive or inconclusive. Some of the compounds tested. The share of hits here may be higher or lower than overall.

SMILES	D3 ag	D3 antag	Mm-Cpn inhibitor	Akt phos inh	EPAC2 agonist	PTHR1 ag	CCT modulator	EPAC2 antag
COc1ccc(C(CC(=O)N2CCCCC2)c2c(OC)cc(OC)c3ccc(=O)oc23)cc1 (centres undefined)	-1	0	-2%	i	8%	-19%	-1.9	-7%
O=C(c1cccc(S(=O)(=O)N2CCc3ccccc32)c1)N1CCN(c2ccccn2)CC1	6	3	-1%	i	11%	-46%[inhibitor]	-0.8	-8%
COc1ccc(C(C)(NC(C)=O)c2nc(/C=C/c3ccccc3)cs2)cc1 (centres undefined)	5	13	.	i	14%	i	-3.9	7%
CCN(C(=O)CSc1n[nH]c(-c2ccccc2)n1)c1c(N)n(Cc2ccccc2)c(=O)[nH]c1=O	-3	-11	-1%	i	3%	-94%[inhibitor]	-1.1	-4%
COc1cc(/C=N/n2c(-c3ccc4c(c3)NC(=O)CO4)csc2=Nc2cccc(C)c2)ccc1O	-4	-5	0%	i	3%	8%	-10	2%
CC1SC(C)C(=O)N(CC(=O)NC2CCCCC2)C1=O (centres undefined)	-1	5	4%	i	3%	i	1.8	3%
COc1cc2c(cc1OC)C(C)N(CC(=O)Nc1ccc(C)c(S(=O)(=O)N3CCOCC3)c1)CC2 (centres undefined)	0	1	2%	.	4%	-14%	0.6	-8%
COc1cc(C=C2C(=O)OC(C)(C)OC2=O)cc(Cl)c1OCC(=O)Nc1ccccc1	1	3	0%	i	0%	i	1.3	0%
Cc1cc(NC(=O)COC(=O)CNC(=O)c2cccs2)c([N+](=O)[O-])cc1C	2	-9	0%	i	-6%	-19%	-2.8	-4%
CCN(CC(=O)Nc1cc(S(=O)(=O)N2CCOCC2)ccc1C)Cc1ccccc1	-5	2	0%	i	-1%	-33%[inhibitor]	-1.4	-1%
Cc1ccc(Cn2c(C3CCCN3c3nc(-c4ccc(F)cc4)cs3)nc3cc(C(=O)NCCCO)ccc32)cc1 (centres undefined)	-10	-17	.	i	10%	-5%	-0.8	12%
CCN1CCN(c2oc(-c3ccc(OC)cc3)nc2C#N)CC1	-3	-20	.	i	12%	-19%[57.5 µM]	-0.2	-2%
C=CCNC(=S)NNC(=O)c1ccc(OCCCC)cc1	4	8	-1%	i	9%	-12%[57.5 µM]	-1.9	-7%
Cc1cc(NC(=O)CCCSc2nc(-c3ccco3)cc(C(F)(F)F)n2)n(-c2ccccc2)n1	15	39	-15%	i	-2%	-18%[57.5 µM]	-4.4	-11%
COc1cc(C2CC(=O)NC3=C2C(=O)CC(C)(C)C3)cc(OC)c1O (centres undefined)	5	0	-1%	i	3%	i	0.4	-3%
COc1cccc(-c2nnc(SCc3nc4ccccc4[nH]3)n2N)c1	3	-8	.	i	15%	i	-0.5	-9%
COc1ccc(C2NC(=O)NC3=C2CCc2ccccc23)cc1 (centres undefined)	7	72	-1%	i	11%	-18%	-0.4	3%
CC(=O)Nc1cc(-c2cccc(C)c2)cn2c(-c3ccc(S(C)(=O)=O)cc3)cnc12	5	23	.	i	2%	-38%[inhibitor]	-1.5	0%
CCn1nc(NS(=O)(=O)c2ccccc2)c2cc3cccc(C)c3nc21	-29	?	-3%	i	-1%	i	-3.2	0%
Cc1nc(C)c(-c2ccnc(/N=C/NO)n2)s1	2	6	-4%	i	7%	-1%	0.3	-7%
N#Cc1cc2cc3c(cc2nc1Cl)OCCO3	0	-5	.	i	-1%	-23%	0.1	31%[activator]
Cc1c(OCC(=O)N2CCC(C(=O)O)CC2)ccc2c1oc(=O)c1ccccc12	-5	8	-5%	i	6%	8%	0.2	-13%
C=CC[N+](C)(C)CCCNC(=O)/C=N/O	4	15	1%	i	?	8%	0.2	27%
CCOC(=O)c1c(S(=O)(=O)N(C)Cc2ccco2)c(C)n(C)c1C	0	1	-1%	i	8%	-2%	-1.3	6%
N#CCCN(Cc1cccnc1)C(=O)Nc1cccc(Cl)c1	-2	-15	-1%	i	-4%	-16%	-1.2	10%

Part of the list above in order of number of heavy atoms, high to low:
SMILES	D3 ag	D3 antag	Mm-Cpn inhibitor	Akt phos inh	EPAC2 agonist	PTHR1 ag	CCT modulator	EPAC2 antag
COc1cc(/C=N/n2c(-c3ccc4c(c3)NC(=O)CO4)csc2=Nc2cccc(C)c2)ccc1O	-4	-5	0%	i	3%	8%	-10	2%
CCN(C(=O)CSc1n[nH]c(-c2ccccc2)n1)c1c(N)n(Cc2ccccc2)c(=O)[nH]c1=O	-3	-11	-1%	i	3%	-94%[inhibitor]	-1.1	-4%
COc1cc(C=C2C(=O)OC(C)(C)OC2=O)cc(Cl)c1OCC(=O)Nc1ccccc1	1	3	0%	i	0%	i	1.3	0%
CC(=O)Nc1cc(-c2cccc(C)c2)cn2c(-c3ccc(S(C)(=O)=O)cc3)cnc12	5	23	.	i	2%	-38%[inhibitor]	-1.5	0%
Cc1cc(NC(=O)COC(=O)CNC(=O)c2cccs2)c([N+](=O)[O-])cc1C	2	-9	0%	i	-6%	-19%	-2.8	-4%
CCn1nc(NS(=O)(=O)c2ccccc2)c2cc3cccc(C)c3nc21	-29	?	-3%	i	-1%	i	-3.2	0%
COc1cc(C2CC(=O)NC3=C2C(=O)CC(C)(C)C3)cc(OC)c1O (centres undefined)	5	0	-1%	i	3%	i	0.4	-3%
N#CCCN(Cc1cccnc1)C(=O)Nc1cccc(Cl)c1	-2	-15	-1%	i	-4%	-16%	-1.2	10%
C=CCNC(=S)NNC(=O)c1ccc(OCCCC)cc1	4	8	-1%	i	9%	-12%[57.5 µM]	-1.9	-7%
C=CC[N+](C)(C)CCCNC(=O)/C=N/O	4	15	1%	i	?	8%	0.2	27%

(further entries)
SMILES	D3 ag	D3 antag	Mm-Cpn inhibitor	Akt phos inh	EPAC2 agonist	PTHR1 ag	CCT modulator	EPAC2 antag
COc1cccc(-c2c(-c3cc(OC)cc(OC)c3)n(C)c3ccc(-c4cccc5[nH]ccc45)cc23)c1	15	11	-24%	i	5%	-37%[inhibitor]	-1.8	4%
O=C(c1ccc(S(=O)(=O)NCC2CCCO2)cc1)N1CCN(c2ccccc2F)CC1 (centres undefined)	1	17	-5%	i	4%	-21%	-0.8	0%
O=C(NN=C1CCCCC1)NC1CCCCC1	-3	10	0%	i	-12%	i	0.8	1%
COCCCn1c(C(=O)N2CC(C)OC(C)C2)cc2c(=O)n3ccccc3nc21 (centres undefined)	8	1	-1%	i	8%	-2%	-0.2	2%
CC(Cc1cccs1)NC(=O)Nc1ccc(Cl)c(Cl)c1 (centres undefined)	6	?	-5%	-103%*	17%	-29%	-5.2	-4%
O=C(N[C@H]1C/C=C\C[C@@H](CC(=O)N(CCO)Cc2ccccc2)C(=O)NC[C@H](c2ccccc2)OC1=O)OCC1c2ccccc2-c2ccccc21	-17	-6	-1%	i	3%	i	0.6	-17%
Cc1cccc(Nc2nc(N)c([N+](=O)[O-])c(N3CCCC(C)C3)n2)c1 (centres undefined)	4	6	-1%	i	4%	-39%[inhibitor]	-0.6	-26%
C=CCn1c(COc2ccccc2-c2ccccc2)nnc1SCC(=O)NC(=O)NCc1ccco1	1	15	-1%	i	4%	-2%	-0.8	4%
Cc1c(-c2ccccc2)n(O)[n+]([O-])c1-c1ccccc1	-3	4	.	i	7%	-3%	-1.9	5%
CCCCCCn1c(NCC)nc2c1c(=O)n(C)c(=O)n2C	8	0	-1%	i	3%	-9%[57.5 µM]	-2.0	-1%
CCCOc1ccc(C(=O)C(CN2CCCC2)c2ccccc2)cc1 (centres undefined)	-30	-11	0%	i	3%	i	-0.9	6%
COc1cccc(Cn2cnc3c(N)c(C)c(C)cc32)c1	-9	-21	-2%	i	8%	23%	0.6	14%
CCOc1ccc(-c2cc(NC(=O)Cn3ncc4c3-c3ccccc3OC4)on2)cc1OCC	2	18	0%	i	-5%	i	1.0	1%
O=S(=O)(c1ccc(Br)cc1F)N1CCC(O)CC1	10	?	.	i	-3%	i	-1.0	11%
Cc1ccc2[nH]c(=O)c(CN(CCN3CCOCC3)C(=O)Nc3ccccc3F)cc2c1	-2	-4	0%	i	12%	i	0.3	-2%
CCCC(=O)Nc1nnc(CCOC)s1	-7	-4	4%	i	9%	5%	1.2	?
CCSc1ccc(-c2nn(-c3ccccc3)cc2/C=C(/C#N)C(=O)NCCCOC)cc1	37*	15	-1%	i	-15%	i	-1.8	-4%
CCCCN1C=C(C(=O)OCC)C(=O)CC1	4	38	.	i	7%	-5%	-0.7	5%
COc1ccc(C2=CC(=O)C[C@H](c3ccc(F)cc3)C2)cc1F	-7	-7	-9%	i	16%	-1%	-1.0	?
CC(C)C(=O)Nc1oc(-c2ccccc2)cc1C#N	-3	-3	5%	i	16%	-22%	-1.5	-7%
O=c1[nH]c(CN2CCN(c3ccccc3)CC2)nc2ccccc12	-6	-7	0%	.	-85%[inhibitor][15.6 µM]	i	-2.1	10%
CC(C)[C@H](NC(=O)N1CC(=O)Nc2ccccc21)C(=O)N[C@H](C(=O)O)c1ccccc1	0	-24	2%	i	-2%	13%	-1.3	17%
CCCCN(CCCC)S(=O)(=O)c1ccc(NC(=O)c2ccc([N+](=O)[O-])cc2Cl)cc1	-8	-25	1%	i	-10%	-27%	-3.5	-18%
CCN(CCn1cccn1)C(=O)c1ccc(OC2CCN(C(=O)COC)CC2)cc1	-11	0	1%	i	7%	i	0.6	16%
Cc1cccc(C)c1OCC(=O)Nc1ccc2c(c1)OCCO2	0	22	-6%	i	2%	-12%	1.6	3%
COc1ccc(N2CCN(C(=O)c3cc(=O)c4cc(Cl)ccc4o3)CC2)cc1	27	14	-5%	i	1%	-60%	0.4	-2%
O=C(CN1CCC(n2nnc3cc(F)ccc32)CC1)NC1CC1	-9	-57*	1%	i	9%	-5%[57.5 µM]	-1.7	-3%
COC(=O)[C@H](Cc1ccccc1)NC(=O)N1CCN(c2ccccc2)CC1	-5	-1	0%	i	3%	i	1.6	5%
CC1(C)CC(=O)C2=C(C1)c1c(ccc3ccccc13)NC2c1cc([N+](=O)[O-])cc([N+](=O)[O-])c1O (centres undefined)	2	10	1%	i	-16%	-41%[inhibitor]	0.0	79µM*
COc1cccc(CN(C)C(=O)c2cc(S(=O)(=O)NCc3ccccc3)ccc2C)c1OC	9	7	1%	i	6%	-40%[inhibitor]	1.2	3%
